# Screens from PubChem BioAssay.
# Rin1-Abl PPI inh: inhibitors of Rin1-Abl protein binding, primary screen, biochemical, TR-FRET; Tyrosine-protein kinase ABL1 (Homo sapiens) + Ras and Rab interactor 1 (Homo sapiens), …; inhibition, % at 7.35 µM; 360,000 tested, 0.4% active; in the data active = inhibition above about 5%, passing the limit was not always enough
# SKN-1 inh: suppressors of acrylamide-induced Pgst-4::GFP reporter in worms, primary screen, SKN-1 inhibitor project, whole organism, uHTS, GFP/RFP fluorescence ratio, strain VP596; C. elegans VP596 Pgst-4::GFP/RFP ratio, 24 h; inhibition, % at 21.8 µM; 360,000 tested, 0.49% active;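 active = interference check ratio from 0.5 to 1.5 plus GFP to RFP signal ratio inhibition reaching or exceeding a fixed threshold, cut at about 30% in these data, passing the limit was not always enough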; also: some compounds called inactive have numbers as strong as hits
# CSN deneddyl inh: inhibitors of CSN-mediated cullin deneddylation, primary screen, biochemical, fluorescence polarization, uHTS; COP9 signalosome complex subunit 5 (Homo sapiens), Q92905; 360,000 tested, 0.38% active; AID 651999, 2013; inhibition, % at 12.5 µM; Purified CSN, SCF-Nedd8-OG deneddylation;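 active = pattern-corrected inhibition above about 35%, with an unprinted fluorescence ratio check between 0.5 and 1.5, limit read from the data, passing the limit was not always enough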;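 also: 0% = enzyme with substrate and 100% = substrate without enzyme; some results filed as inactive read as strong as hits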
# Target sequence (Q92905 whole entry, looked up, one chain of several): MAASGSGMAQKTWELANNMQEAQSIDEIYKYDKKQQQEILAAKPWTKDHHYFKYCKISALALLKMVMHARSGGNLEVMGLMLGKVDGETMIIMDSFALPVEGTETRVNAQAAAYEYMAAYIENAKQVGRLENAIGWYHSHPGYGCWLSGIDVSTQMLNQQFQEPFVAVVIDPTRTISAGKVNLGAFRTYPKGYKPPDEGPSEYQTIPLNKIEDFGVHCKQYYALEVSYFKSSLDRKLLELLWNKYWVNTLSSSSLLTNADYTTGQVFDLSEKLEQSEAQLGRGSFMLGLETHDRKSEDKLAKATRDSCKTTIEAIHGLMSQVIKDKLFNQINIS
#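 Material: human Csn5 produced in HEK293T cells; Input: enzyme 0.24 nM; Reagent: SCFSkp2-Nedd8OG substrate at 10 nM final; Dosing: 12.5 µM compound; Incubation: 90 min reaction at room temperature; Detection: fluorescence polarization of the substrate; Evaluation: % inhibition of substrate cleavage by Csn5; Control set: substrate-only high control, full reaction low control.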
# NadD inh: inhibitors of S. aureus NadD, primary screen, biochemical, colorimetric, uHTS; Nicotinate-nucleotide adenylyltransferase NadD (Staphylococcus aureus N315); 360,000 tested, 0.78% active; inhibition, % at 20 µM; AID 602399, 2012; purified NadD enzyme, colorimetric absorbance read-out; in the data active = inhibition above about 26%; also: some compounds past the cut are filed as inactive
# Rpn11 block: Rpn11 (PSMD14) deubiquitinase inhibitors, primary screen, biochemical, fluorescence polarization, uHTS | human 26S proteasome, Ub4-pepOG fluorescence polarization; 20S core pre-blocked with epoxomicin | AID 588493, 2011 | calls only at 20 µM | 360,000 tested, 0.59% active | 26S proteasome non-ATPase regulatory subunit 14 (Homo sapiens), O00487;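 active = inhibition at 20 µM, scaled to each plate's controls, above about 33%, limit read from the data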
# MT1-MMP act inh: blockers of MT1-MMP proenzyme processing, primary screen, HT1080 RFP-PRO-GFP cells, GFP/RFP fluorescence | GFP/RFP ratio fluorescence, overnight; percent of plate control window, DMSO zero | GFP/RFP ratio change, % at 20 µM | 360,000 tested, 0.061% active;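 active = GFP/RFP ratio change of at least 30% with cell ATP level not reduced by more than half and red fluorescence within 50% of control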; also: strong numbers were not always called active
#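 Test system: HT1080 RFP-PRO-GFP cells; Benchmarks: DMSO and RFP-L50D-GFP cell wells; Timing: cells overnight before dosing, compound overnight, 37 °C, 5% CO2; Compound: one 20 µM compound dose with 1% DMSO; Read-out: GFP/RFP fluorescence ratio.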
# Neddylation inh: inhibitors of cullin neddylation, primary screen, biochemical, TR-FRET, uHTS, NAE and Ubc12 | calls only at 25 µM | NEDD8-conjugating enzyme Ubc12 (Homo sapiens) + NEDD8-activating enzyme E1 regulatory … | AID 651699, 2012 | 360,000 tested, 0.58% active; in the data active = inhibition above about 36%
# Target sequence (P61081 whole entry, looked up): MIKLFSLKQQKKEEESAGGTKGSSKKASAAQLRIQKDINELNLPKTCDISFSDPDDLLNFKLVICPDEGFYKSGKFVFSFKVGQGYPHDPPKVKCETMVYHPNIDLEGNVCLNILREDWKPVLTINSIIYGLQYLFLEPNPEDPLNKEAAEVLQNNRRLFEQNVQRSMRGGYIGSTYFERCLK
# Target sequence (Q13564 whole entry, looked up): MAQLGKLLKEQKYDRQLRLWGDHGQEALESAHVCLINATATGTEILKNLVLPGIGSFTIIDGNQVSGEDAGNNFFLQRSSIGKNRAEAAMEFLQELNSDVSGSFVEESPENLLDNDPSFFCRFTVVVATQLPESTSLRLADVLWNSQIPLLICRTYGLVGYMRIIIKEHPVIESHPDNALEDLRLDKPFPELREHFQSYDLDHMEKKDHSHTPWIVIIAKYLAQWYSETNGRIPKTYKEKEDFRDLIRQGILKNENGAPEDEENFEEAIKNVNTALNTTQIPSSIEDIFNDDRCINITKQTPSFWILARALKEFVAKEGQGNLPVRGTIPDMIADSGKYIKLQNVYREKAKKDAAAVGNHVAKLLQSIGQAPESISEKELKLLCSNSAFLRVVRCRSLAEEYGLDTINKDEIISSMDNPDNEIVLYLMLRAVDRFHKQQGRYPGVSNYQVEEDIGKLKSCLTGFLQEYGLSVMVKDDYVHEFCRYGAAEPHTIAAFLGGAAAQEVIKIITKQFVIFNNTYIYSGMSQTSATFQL
# PABP1 MLLE inh: inhibitors of PABP1 MLLE–PAM2 peptide binding, primary screen, biochemical, fluorescence polarization, FITC-PAM2, GST-MLLE. Polyadenylate-binding protein 1 (Homo sapiens), P11940. inhibition, % at 20 µM. 360,000 tested, 0.36% active; in the data active = inhibition above about 35%, passing the limit was not always enough;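 also: plate controls were DMSO wells with GST-MLLE for no effect and wells lacking GST-MLLE protein for full effect; some results filed as inactive read as strong as hits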
# FAS-TE inh: FAS thioesterase domain inhibitors, primary screen, biochemical, fluorescence intensity, uHTS | inhibition, % at 15 µM | Fatty acid synthase (Homo sapiens), P49327 | recombinant FAS-TE, OMFH fluorogenic substrate, fluorescence endpoint | 360,000 tested, 0.67% active | AID 602261, 2012;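 active = compounds whose normalised, plate-corrected inhibition of enzyme fluorescence in the single-dose primary screen is 50% or more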;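 also: 0% = DMSO with enzyme and 100% = substrate without enzyme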
# The depositor's hits bear a star; i = inactive; . = no result given; + = active, no number.
SMILES,Rin1-Abl PPI inh,SKN-1 inh,CSN deneddyl inh,NadD inh,Rpn11 block,MT1-MMP act inh,Neddylation inh,PABP1 MLLE inh,FAS-TE inh
COc1ccccc1NC(=S)NCC1CCC(CNC(=S)Nc2ccccc2OC)CC1 (configuration not stated),-2,0,-6,12,i,2,i,-4,-3
Cc1cc(Oc2ccc(Br)cc2)nc(SCC(=O)c2ccccc2)n1,-3,-2,-3,5,i,-6,i,15,44
COc1cccc(NC(=O)CN(C)C(=O)c2cccc(S(=O)(=O)N3CCN(c4ccc(F)cc4)CC3)c2)c1,-3,-2,-1,1,i,-7,i,-24,16
Cc1ccc(N=c2c([N+](=O)[O-])nn(-c3ccc4c(c3)OCCO4)n2O)cc1F,1,4,-3,-5,i,2,i,6,3
O=C(COC(=O)C1CC(=O)N(Cc2ccccc2)C1)Nc1ccc2c(c1)OCO2 (configuration not stated),3,4,2,4,i,2,i,3,-2
Cc1ccc(C2(C)NC(=O)N(CC(=O)Nc3ccccc3N3CCCC3)C2=O)cc1 (configuration not stated),0,10,2,0,i,3,i,1,2
COc1ccc(-n2c(-c3cc(-c4ccccc4)sc3N)n[nH]c2=S)cc1,0,-3,-1,17,i,2,i,-89,4
CC1CC(C)CN(CCCNC(=O)C2CCN(c3nnc(-n4cccc4)s3)CC2)C1 (configuration not stated),1,7,-2,-6,i,4,i,7,-4
Cc1ccc(S(=O)(=O)N(C)C)cc1NC(=S)Nc1ccc2[nH]c(=O)[nH]c2c1,1,-9,5,2,i,1,i,8,-4
Cc1c(Cl)cccc1NC(=O)CNC(=O)CCS(=O)(=O)c1ccc(F)cc1,-3,8,0,-1,i,-1,i,19,-5

# Looked up above:
# SKN-1 inh result of COc1cccc(NC(=O)CN(C)C(=O)c2cccc(S(=O)(=O)N3CCN(c4ccc(F)cc4)CC3)c2)c1 stands at -2
# CSN deneddyl inh result of CC1CC(C)CN(CCCNC(=O)C2CCN(c3nnc(-n4cccc4)s3)CC2)C1 (configuration not stated) stands at -2
# FAS-TE inh result of COc1ccc(-n2c(-c3cc(-c4ccccc4)sc3N)n[nH]c2=S)cc1 stands at 4
# Rin1-Abl PPI inh result of O=C(COC(=O)C1CC(=O)N(Cc2ccccc2)C1)Nc1ccc2c(c1)OCO2 (configuration not stated) stands at 3
# SKN-1 inh result of Cc1c(Cl)cccc1NC(=O)CNC(=O)CCS(=O)(=O)c1ccc(F)cc1 stands at 8
# NadD inh result of COc1ccccc1NC(=S)NCC1CCC(CNC(=S)Nc2ccccc2OC)CC1 (configuration not stated) stands at 12

# Additional compounds
SMILES,Rin1-Abl PPI inh,SKN-1 inh,CSN deneddyl inh,NadD inh,Rpn11 block,MT1-MMP act inh,Neddylation inh,PABP1 MLLE inh,FAS-TE inh
CN1CCN(c2ccc(C(=O)c3ccc(Br)cc3)cc2[N+](=O)[O-])CC1,0,5,-1,-8,i,-3,i,0,-18
O=C(O)c1cccc(S(=O)(=O)N(Cc2ccccc2)c2ccccc2Cl)c1,-2,-2,0,-4,i,-1,i,-6,-2
Cc1ccc(CNS(=O)(=O)CCNC(=O)c2ccccc2)cc1,6,-9,-1,-5,i,3,i,14,-2
CCCCCCN1CCN(C2CN(CCc3ccccc3)S(=O)(=O)C2)CC1 (configuration not stated),-1,6,-4,-8,i,3,i,12,-3
NC(=S)N=Nc1c(O)n(CCCl)c2ccc(Br)cc12,1,15,-4,-3,i,6,i,32,2
CCOC(=O)C1=C(C)OC(N)=C(C#N)C1c1cc(SCC)oc1C (configuration not stated),-1,3,3,-13,i,-1,i,0,5
Cc1ccccc1NC(=O)Cn1c(=O)sc2ccccc21,-2,7,-4,-1,i,4,i,-4,-4
CC(CCCN1CCCC1)Nc1ccnc2cc(Cl)ccc12 (configuration not stated),-2,6,4,-2,i,4,i,-19,-3
O=C(O)c1cc(-c2c[nH]c3ccccc23)nc2ccc3ccccc3c12,-2,11,5,2,i,-1,.,2,-2
CC(C)CC(O)C1CCN(C(=O)CCc2nnc(-c3ccccc3)o2)CC1 (configuration not stated),4,-6,0,-5,i,2,i,4,-3
C[C@H](CO)N1C[C@H](C)[C@@H](CN(C)C(=O)Nc2ccc(C(F)(F)F)cc2)Oc2c(NC(=O)c3ccncc3)cccc2C1=O,6,-9,-1,9,i,4,i,-82,3
COc1ccc(NC(=O)CN(C)C2CCS(=O)(=O)C2)cc1 (configuration not stated),-1,13,-4,4,i,-3,i,2,-8
O=C(O)c1nn(-c2ccccc2)nc1-c1nn(-c2ccccc2)nc1C(=O)O,4,18,-3,-2,i,1,i,-1,-1
CCc1cccc(CC)c1NC(=S)N1CCn2cccc2C1c1ccncc1 (configuration not stated),-2,0,0,-6,i,-3,i,1,-2
Cc1ccccc1C(=O)N1CCC(C(=O)Nc2ccccn2)CC1,-1,0,2,-6,i,6,i,17,-6
O=C1O[C@@H](c2ccccc2)C[C@@H](O)C(=O)CCCc2ccccc21,.,-3,-7,-10,.,4,i,.,-6
CCc1nnc(NC(=O)CSc2nnc(-c3cccnc3)n2CCc2ccccc2)s1,4,3,-1,1,i,0,i,0,-10
O=C(CCNS(=O)(=O)c1cccs1)NCc1cccs1,-3,6,-6,4,+,-6,i,-35,-5
Cc1ccc(C2C3=C(CCCC3=O)OC3=C2C(=O)CCC3)cc1,-1,9,4,4,i,2,i,21,-7
COc1ccc(NC(=O)c2cc(-c3cc(F)ccc3OC(C)C)n[nH]2)c(C)c1,1,3,4,-1,i,-5,i,-6,18
COc1ccc(-c2cc3c(=O)n(CC(=O)Nc4cccc(Cl)c4)nc(C)n3n2)cc1,3,14,2,8,i,3,i,10,-3
COc1ccccc1-c1nc(SCc2ccccn2)n[nH]1,-1,-7,2,-3,i,1,i,5,-4
COc1ccc(/C=N/NC(=O)Cn2nc(C)c([N+](=O)[O-])c2C)cc1,1,9,-2,-2,i,-4,i,0,-4
CC1CCN(CC(=O)NNC(=O)c2cccc(Br)c2)CC1,-2,-8,0,1,i,0,i,-6,-4
O=C(Nc1cccnc1)c1ccc(Br)s1,-3,-6,-6,-6,i,-1,i,15,-5
CC1(C)CC(=O)C(C2C3=C(CC(C)(C)CC3=O)Oc3c(Br)cc(Br)cc32)=C(O)C1 (configuration not stated),-1,28,0,11,i,-12,i,11,7
COc1ccc(CNn2c(-c3cccc(C)c3)nc3ccccc3c2=O)cc1OC,0,-11,1,-3,i,-5,i,3,9
Cc1nc(SCC2(C)CC2(Cl)Cl)n[nH]1 (configuration not stated),1,4,1,-5,i,2,i,5,-5
CNC(=S)N/N=C(\C)c1ccc(Cl)c(Cl)c1,-7,20,-2,-3,i,4,i,29,10
Cc1cc(C(=O)Cn2nc(C(=O)O)c3ccccc3c2=O)c(C)n1CCc1ccc(F)cc1,-2,9,1,-4,i,3,i,-3,14

# An excerpt from above in order of molar mass, descending:
SMILES,Rin1-Abl PPI inh,SKN-1 inh,CSN deneddyl inh,NadD inh,Rpn11 block,MT1-MMP act inh,Neddylation inh,PABP1 MLLE inh,FAS-TE inh
CC1(C)CC(=O)C(C2C3=C(CC(C)(C)CC3=O)Oc3c(Br)cc(Br)cc32)=C(O)C1 (configuration not stated),-1,28,0,11,i,-12,i,11,7
COc1ccc(-c2cc3c(=O)n(CC(=O)Nc4cccc(Cl)c4)nc(C)n3n2)cc1,3,14,2,8,i,3,i,10,-3
COc1ccc(CNn2c(-c3cccc(C)c3)nc3ccccc3c2=O)cc1OC,0,-11,1,-3,i,-5,i,3,9
COc1ccccc1-c1nc(SCc2ccccn2)n[nH]1,-1,-7,2,-3,i,1,i,5,-4

# Later entries:
SMILES,Rin1-Abl PPI inh,SKN-1 inh,CSN deneddyl inh,NadD inh,Rpn11 block,MT1-MMP act inh,Neddylation inh,PABP1 MLLE inh,FAS-TE inh
CC(=O)NC(Cc1ccccc1)C(=O)NC1CCN(c2ncccc2[N+](=O)[O-])CC1 (configuration not stated),1,-4,-1,-1,i,-2,i,2,-2
COc1ccc(Cl)c2sc(NC(=O)C3=COCCO3)nc12,-3,0,-5,-2,i,3,+,7,-3
COc1cc(N(C)C)c(NC(C)=O)cc1C(=O)O,-2,-16,-4,6,i,3,i,10,-8
CCn1c(SCC(=O)Nc2cc(OC)c(OC)c(OC)c2)nnc1-c1cccs1,4,2,-2,-1,i,11,i,4,-8
COc1ccccc1NS(=O)(=O)c1ccc2oc(SCC(C)=O)nc2c1,0,3,3,4,i,0,i,-29,3
CC(SC(C)C(=O)NN=Cc1c[nH]c2ccccc12)C(=O)NN=Cc1c[nH]c2ccccc12 (configuration not stated),-5,20,1,6,i,1,i,4,-2
COc1ccc([N+](=O)[O-])cc1COc1ccc2c(-c3ccccc3)cc(=O)oc2c1,-2,-4,2,2,i,-4,i,5,17
c1ccc(CN2CCC(N=C3NN=C(c4ccc5c(c4)OCCO5)CS3)CC2)cc1,-3,-4,18,17,i,3,i,-5,-7
CCOC(=O)c1c(-c2ccc(Cl)cc2)c(C#N)c(=O)n(N)c1N,-1,6,2,0,i,-1,i,10,39
CCOc1ccccc1C1C(C(=O)OC)=C(N)OC2=C1C(=O)CCC2 (configuration not stated),3,4,-1,-6,i,0,i,-8,-7

# Printed as active in Neddylation inh (from the list above):
canonical_smiles | Rin1-Abl PPI inh | SKN-1 inh | CSN deneddyl inh | NadD inh | Rpn11 block | MT1-MMP act inh | Neddylation inh | PABP1 MLLE inh
COc1ccc(Cl)c2sc(NC(=O)C3=COCCO3)nc12 | -3 | 0 | -5 | -2 | i | 3 | + | 7

# The list continues.
SMILES,Rin1-Abl PPI inh,SKN-1 inh,CSN deneddyl inh,NadD inh,Rpn11 block,MT1-MMP act inh,Neddylation inh,PABP1 MLLE inh,FAS-TE inh
CC(NC(=O)CSc1nc2ccccc2n1CCC#N)c1ccc(F)cc1 (configuration not stated),3,33,-2,-2,i,-3,i,-6,-2
O=C(COC(=O)c1cc([N+](=O)[O-])ccc1N1CCOCC1)Nc1c(Cl)cccc1C(F)(F)F,1,-5,3,-4,i,2,i,-5,65*
CCSc1nc(C)c(CCOc2cccc(C)c2)c(=O)[nH]1,1,2,-19,3,i,3,i,-16,0
O=C(OCN1C(=O)c2ccccc2C1=O)C1CCCCC1,0,-17,-5,0,i,0,i,4,8
Cn1c(SCC(=O)N2c3ccccc3CCc3ccccc32)nnc1-c1ccc(O)cc1,3,6,-3,1,i,-5,i,-4,-9
